MOR-DOR ag: agonists of OPRM1-OPRD1 heterodimerization, primary screen, cell-based, luminescence; Mu-type opioid receptor (Homo sapiens) + Delta-type opioid receptor (Homo sapiens), …; cells; activation, % at 9.3 µM; 0.3% of 340,000 active; AID 504326, 2011; in the data active = activation above about 18%;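 note: 0% = vehicle-treated cells and 100% = reference agonist; values of inactives mirror those of a sister screen read the other way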
Target sequence (P35372 whole entry, looked up): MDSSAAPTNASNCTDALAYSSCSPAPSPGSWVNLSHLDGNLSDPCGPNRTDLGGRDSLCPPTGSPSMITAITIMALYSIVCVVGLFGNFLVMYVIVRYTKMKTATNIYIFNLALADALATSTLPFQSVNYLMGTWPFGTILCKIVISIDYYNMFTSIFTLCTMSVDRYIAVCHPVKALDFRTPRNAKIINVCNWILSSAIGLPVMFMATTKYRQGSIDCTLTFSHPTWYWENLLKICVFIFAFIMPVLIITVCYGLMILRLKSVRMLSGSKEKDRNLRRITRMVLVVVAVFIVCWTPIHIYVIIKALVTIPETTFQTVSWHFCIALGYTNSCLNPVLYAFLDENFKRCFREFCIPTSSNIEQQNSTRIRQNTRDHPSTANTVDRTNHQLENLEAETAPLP
Target sequence (P41143 whole entry, looked up): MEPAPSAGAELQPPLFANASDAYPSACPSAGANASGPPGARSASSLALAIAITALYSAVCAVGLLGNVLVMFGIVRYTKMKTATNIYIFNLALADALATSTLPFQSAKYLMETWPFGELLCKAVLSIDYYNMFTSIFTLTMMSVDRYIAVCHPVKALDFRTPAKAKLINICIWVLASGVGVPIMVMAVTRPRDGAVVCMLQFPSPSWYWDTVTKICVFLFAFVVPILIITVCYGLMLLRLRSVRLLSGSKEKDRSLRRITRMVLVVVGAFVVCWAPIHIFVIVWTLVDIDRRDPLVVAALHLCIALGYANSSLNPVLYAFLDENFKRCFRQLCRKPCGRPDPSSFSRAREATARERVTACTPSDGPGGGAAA
Arr AP2 block: inhibitors of beta-arrestin/AP2 binding, primary screen, biochemical, GPCR trafficking, flow cytometry | beta-arrestin 1 C-terminal peptide binding to AP2 beta2-adaptin appendage (human) | FITC-arrestin peptide / GST-AP2 beads; AP2 beta2 appendage carries R879A mutation | inhibition, % at 10 µM | 0.31% of 340,000 active | AID 504490, 2011;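 active = inhibition above a set limit, near 3 SD of compounds lacking own fluorescence, cut at about 54% in these data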;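 note: plate controls were DMSO wells for no effect and 5 µM unlabelled arrestin peptide for full effect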
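System: GST-AP2 R879A bound to glutathione beads, E. coli-expressed. Also added: 50 nM FITC-arrestin peptide. Schedule: compound with beads 12 min RT, then probe 1 h RT. Signal: bead flow cytometry, FITC channel. Read-out basis: percent response.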
V-ATPase pHluor: regulators of yeast V-ATPase proton pumping, primary screen, pHLuorin cytosolic pH fluorescence. S. cerevisiae. response, % at 10 µM. 0.37% of 350,000 active; in the data active = response mostly above about 7.3%, no sharp cut-off; inactive = mostly below about 5.4%; note: actives read high; inactives centre near 0; some compounds called inactive have numbers as strong as hits; reference of the scale not given here
RTF Ca sens act: cardiac RTF calcium sensitivity activators, primary screen, biochemical, IANBD-TnC fluorescence, EC20 calcium; Troponin I, cardiac muscle (Homo sapiens) + Troponin T, cardiac muscle (Homo sapiens) + …; activation, % at 7.2 µM; 0.24% of 340,000 active; IANBD-labeled TnC RTF fluorescence at EC20 calcium; 0% EC20 calcium, 100% full calcium;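 active = activation above the mean over all tested compounds plus 3 SD, cut at about 30% in these data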;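 note: rise in fluorescence read as greater calcium sensitivity of cardiac thin filaments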
DSG3 Ab inh: inhibitors of pemphigus antibody binding to DSG3, primary screen, biochemical, bead-based, flow cytometry, scFv-GFP; Desmoglein-3 (Homo sapiens), P32926; DSG3-coupled beads, scFv-anti-DSG3-GFP binding; stronger effect = lower value; binding (percent of control), % at 10 µM; 0.48% of 310,000 active; AID 588358, 2011;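 active = binding more than 3 SD below its plate's average and above zero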;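 note: hits lower antibody fragment binding to DSG3; some compounds called inactive have numbers as strong as hits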
OPRM1-OPRD1 inv: inverse agonists of MOR-DOR heterodimerization, primary screen, cell-based, luminescence | Mu-type opioid receptor (Homo sapiens) + Delta-type opioid receptor (Homo sapiens), … | cell-based MOR-DOR heterodimer luminescence, inverse agonism | inhibition, % at 9.3 µM | 0.21% of 340,000 active | AID 504357, 2011; in the data active = inhibition above about 22%, passing the limit was not always enough;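 note: 0% = cells with DMSO and 100% = wells without cells with DMSO; values of inactives mirror those of a sister screen read the other way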
Keap1 Nrf2 FP: Keap1-Nrf2 protein-protein interaction inhibitors, primary screen, biochemical, fluorescence polarization, single point | Kelch-like ECH-associated protein 1 (Homo sapiens), Q14145 | Keap1 Kelch-Nrf2 peptide fluorescence polarization, 1536-well | inhibition, % at 9.4 µM | 0.15% of 340,000 active; in the data active = inhibition above about 12%;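 note: human Keap1 Kelch domain with fluorescein labeled Nrf2 9mer peptide probe; 0% = neutral control wells and 100% = peptide positive control; higher means more block of Keap1 binding to Nrf2 peptide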
C-LANA FP: inhibitors of KSHV C-LANA binding to DNA, primary screen, biochemical, fluorescence polarization, FAM-LBS DNA, MBP-C-LANA, single point; Kaposi's sarcoma herpesvirus LANA C-terminal domain (residues 932-1162) DNA binding; inhibition, % at 9 µM; 0.078% of 340,000 active; AID 504423, 2011;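 active = highest replicate inhibition at or above 60% at 9 µM, even if other replicates fall short; inactive = all replicates below 60% inhibition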;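 note: 0% = neutral control wells and 100% = 4 µM acridine orange control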
Wnt act: Wnt/beta-catenin pathway activators, primary screen, cell-based, plate reader, single point | Wnt/beta-catenin reporter cell assay, activator | 1.2% of 300,000 active | activation, % at 9.35 µM | AID 743398, 2014; in the data active = activation above about 30%, passing the limit was not always enough;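 note: 0% = neutral control wells and 100% = positive control wells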
Cardiac RTF inh: cardiac RTF calcium sensitivity inhibitors, primary screen, biochemical, IANBD-TnC fluorescence, EC70 calcium; Troponin I, cardiac muscle (Homo sapiens) + Troponin T, cardiac muscle (Homo sapiens) + …; IANBD-labeled cardiac RTF, Ca2+ fluorescence; inhibition, % at 7.15 µM; 0.12% of 340,000 active; AID 493244, 2011;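 active = inhibition above the mean inhibition of all tested compounds plus 3 SD, cut at about 17% in these data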;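 note: assay run at fixed EC70 calcium of 1.6 mM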
* = called active by the depositor; nt = no result given.

item	Wnt act	C-LANA FP	Arr AP2 block	V-ATPase pHluor	Cardiac RTF inh	Keap1 Nrf2 FP	MOR-DOR ag	OPRM1-OPRD1 inv	DSG3 Ab inh	RTF Ca sens act	Structure
1	27	-0.8	36	1	-13	0	0.3	-2	90	-2	COc1ccc(Nc2nnc(SCC(=O)c3cc4ccccc4o3)s2)cc1
2	nt	-0.4	3	2	-7	-1	-0.9	5	127	-9	O=C(COC(=O)c1ccc2c(c1)C(=O)N(Cc1ccncc1)C2=O)Nc1ccccc1[N+](=O)[O-]
3	-2	-0.9	11	3	-11	0	-2.3	11	97	-6	O=C(Cc1cccc(NC(=O)C2CCCN(C(=O)c3ccccc3)C2)c1)Nc1ccc(C(=O)N2CCOCC2)cc1 (stereo not drawn)
4	15	0.3	5	-2	2	0	0.8	-4	98	1	CCC(C)(C)NC(=O)CN(C(=O)C(=O)Nc1ccc2c(c1)OCCO2)C(C)(C)CC
5	nt	-1.3	-2	-4	-4	4	-1.5	9	93	-3	CCOC(=O)c1c(NC(=O)c2ccnn2C)sc(C)c1C
6	nt	1.8	3	-2	-2	-1	-0.1	0	109	2	COC(=O)COc1ccc(S(=O)(=O)Nc2ccccc2C(=O)OC)cc1
7	-1	-0.8	16	-3	7	-1	-1.4	9	95	-2	O=C(CCC1CCCCC1)NCc1ccc(F)cc1
8	-5	1.6	-3	-1	-1	-6	-2.0	12	104	2	COc1ccc(S(=O)(=O)N2CCC(N3CCCCC3)CC2)cc1
9	-1	1.5	-7	-1	1	1	0.8	-3	111	3	CCc1ncc(CN2CCC(C(=O)Nc3ccc(-n4nc(C)cc4C)cc3)CC2)cn1
10	0	-1.2	15	1	11	-2	-3.0	19	83	-1	O=C(CN(C(=O)c1csnn1)c1cccc2ccccc12)NCc1ccccc1
11	7	0.6	10	2	6	0	-0.2	1	100	2	O=c1[nH]c(SCC2CCCCO2)nc2ccccc12 (stereo not drawn)
12	6	-1.3	-11	3	-2	1	-3.4	19	nt	2	Cc1ccc(C(=O)NC(=S)Nc2ccc(CN3CCOCC3)cc2)cc1
13	nt	-1.4	36	-2	-4	4	1.3	-7	94	-3	O=C(Nc1ccccc1Cl)c1ccc(COc2ccc3c(c2)CCC3)cc1
14	-1	-1.4	-42	1	5	-1	2.5	-13	103	0	CCOC(=O)c1cccc(NC(=S)NCc2ccc(C)cc2)c1
15	-2	0.8	-6	5	-11	-8	2.2	-10	nt	8	Nc1nonc1C(=O)NCCNc1ncccc1[N+](=O)[O-]
16	nt	0.6	4	1	0	2	-1.3	5	90	0	Cc1ccc(S(=O)(=O)NCC(=O)N(CC(=O)NCc2ccco2)Cc2ccc3c(c2)OCO3)cc1
17	-3	-0.6	16	6	nt	-4	nt	nt	105	nt	Clc1ccc(-c2nc(-c3cnccn3)no2)cc1
18	3	23	-2	-2	1	4	-2.1	11	100	-2	O=C(O)C1(c2ccccc2)CCN(S(=O)(=O)c2ccc(Cl)s2)CC1
19	-5	-0.1	3	9	-2	0	-2.7	16	98	2	Cn1c(NC(=O)c2cc(Cl)ccc2Cl)cc(=O)n(C)c1=O
20	2	-0.2	-2	0	-2	-1	-3.7	20	105	-3	CCOc1ccccc1NC1=NC2CS(=O)(=O)CC2S1 (stereo not drawn)
21	-6	-0.3	40	10	-5	3	3.2	-21	99	1	Cc1cccc(OCC(=O)OC(C)C(=O)Nc2ccc(S(=O)(=O)N3CCCCC3)cc2)c1 (stereo not drawn)
22	-3	-1.1	1	0	-9	-1	-2.6	14	72*	-4	COC(=O)c1ccc(C2C(Oc3ccc(OC)cc3)C(=O)N2CCc2ccc(OC)c(OC)c2)cc1 (stereo not drawn)
23	-2	-2.8	48	-3	1	3	-0.7	4	101	-1	CCN(CC(=O)Nc1cccc(C#N)c1)CC(=O)Nc1cccc(OC)c1
24	nt	0.7	-1	-3	-7	2	-3.8	16	91	-2	O=C1c2ccccc2C(=O)N1CCc1nc2ccccc2c(=O)n1CCCn1ccnc1
25	1	-1.0	3	0	-4	2	-1.1	6	nt	1	CCOC(=O)c1ccc(NS(=O)(=O)c2ccc3c(c2)NC(=O)CCS3)cc1
26	1	-0.6	-10	2	-9	-3	-0.1	0	108	5	O=C(NCc1cccc(Cl)c1)c1ccc(-c2csnn2)cc1
27	2	0.4	-3	0	-6	-4	0.1	-1	96	2	Cc1ccc(NC(=O)CSCC(=O)Nc2cc(Cl)ccc2N2CCOCC2)cc1
28	nt	-3.5	-9	-2	-7	-6	3.0	-12	nt	-3	Cc1cc(N2CCOCC2)nc(SCc2ccc(Cl)cc2Cl)n1
29	nt	-1.4	1	1	-18	-3	-0.4	2	102	-5	Cc1ccccc1NC(=O)Nc1cccs1
30	-1	-1.0	-4	2	6	0	-2.0	10	102	0	CCC(=O)N1CCc2cc(S(=O)(=O)NCCC(=O)Nc3ccc(OC)cc3)ccc21
31	-1	-0.1	27	2	-2	-4	7.3	-37	101	6	Cc1cccc2cc(CNCc3ccccc3)c(Cl)nc12
32	5	0.1	45	2	-7	-9	-0.9	5	113	-4	O=C(O)C(Cc1ccccc1[N+](=O)[O-])N1C(=O)c2ccccc2C1=O (stereo not drawn)
33	nt	0.8	-2	1	0	1	-4.3	24	99	-5	O=C(NCc1cccnc1)c1cc(-c2ccccc2)on1
34	7	-0.9	11	-5	0	-7	-1.2	6	95	-3	CCCCc1c(O)nc(SCC(=O)c2ccccc2)n(-c2ccccc2C)c1=O
35	-2	-0.6	9	-5	-2	-4	5.6	-42	nt	-9	COc1ccc(NC(=O)C2C3C=CC4(O3)C2C(=O)N(CCCN2CCCCC2)C4C(=O)NC2CCCC(C)C2C)cc1 (stereo not drawn)
36	-1	-1.6	8	4	3	-6	13	-64	96	-2	COc1ccc(Cn2c(SCc3ccc(C)cc3)nc3cc(OC)c(OC)cc3c2=N)cc1Cl
37	2	-0.9	-12	-1	0	-1	3.4	-17	107	-3	Cc1cc(C)c(C(=O)COC(=O)c2ccc([N+](=O)[O-])o2)cc1C
38	-1	0.8	-13	0	-4	0	-0.2	1	91	-4	COc1ccc(-c2cc(-c3n[nH]c(=S)n3-c3cc(OC)ccc3OC)[nH]n2)cc1
39	-9	2.4	4	-2	-9	-6	-3.2	18	88	7	CCOC(=O)N1CCN(CC(=O)Nc2cc(OCC)ccc2OCC)CC1
40	-1	0.8	8	0	-2	-3	-1.6	8	101	2	CCN(C(C)=O)c1nc(CSc2nnc(NC(C)C)s2)cs1
41	-2	2.9	-12	0	-4	-2	-1.9	12	119	1	Cc1c(NC(=O)C2C3C=CC(C3)C2C(=O)O)c(=O)n(-c2ccccc2)n1C (stereo not drawn)
42	1	-2.1	25	4	-15	-2	-1.0	4	nt	-1	Cc1ccc(S(=O)(=O)N(C)C)cc1NC(=O)COC(=O)c1ccc2ccccc2n1
43	0	0.9	13	0	-4	-1	1.4	-6	105	-6	Cc1ccc(S(=O)(=O)N(CC(=O)N/N=C/c2cccc3c2OCCO3)c2ccccc2F)cc1
44	-4	-0.6	19	-1	2	-4	-2.5	11	105	-2	COc1ccc(CN=C2NC(=O)CC(C(=O)Nc3ccc([N+](=O)[O-])cc3C)S2)cc1 (stereo not drawn)
45	1	1.0	18	-2	6	-2	6.4	-35	128	3	CC1=NN(C(=O)COc2ccc(C)c(C)c2)C(O)(c2ccc(Cl)cc2)C1 (stereo not drawn)
46	0	nt	11	1	nt	nt	nt	nt	96	nt	O=C(O)c1ccccc1N(c1ccccc1)c1ccccc1
47	1	1.1	6	-5	-3	-7	-1.7	10	97	3	C[C@H]1CN([C@@H](C)CO)C(=O)c2cccc(NC(=O)c3cnccn3)c2O[C@@H]1CN(C)C(=O)Nc1ccc2c(c1)OCO2
48	-5	0.2	6	0	-10	-2	0.3	-2	100	2	CN1CCN(C(=O)c2ccc3c(c2)N(Cc2ccc(F)cc2)C(=O)c2ccccc2S3=O)CC1 (stereo not drawn)
49	13	-1.8	10	-2	-6	2	21*	-112	110	-1	CN(C)C(CNC(=O)c1ccc(S(=O)(=O)NCc2ccco2)cc1)c1ccccc1 (stereo not drawn)
50	4	1.1	-11	-2	-6	3	-3.1	12	nt	2	Cc1ccc(S(=O)(=O)N2CCOCC2)cc1NC(=O)CSc1nnc2n1CCCCC2

Remaining list, next part
item	Wnt act	C-LANA FP	Arr AP2 block	V-ATPase pHluor	Cardiac RTF inh	Keap1 Nrf2 FP	MOR-DOR ag	OPRM1-OPRD1 inv	DSG3 Ab inh	RTF Ca sens act	Structure
51	-1	-0.3	15	0	-7	-5	-1.0	5	101	-5	Cn1cc[n+](C)c1COc1ccc(C=O)cc1
52	nt	1.1	-8	4	-2	1	-1.4	7	nt	5	CCOC(=O)Cc1csc(SCc2nc3ccccc3c(=O)[nH]2)n1
53	-1	0.4	13	-4	3	0	-2.6	13	nt	-4	COc1ccc(C2c3ccc4ccccc4c3Oc3ncn(CCCO)c(=N)c32)cc1OC (stereo not drawn)
54	1	1.7	41	-2	5	2	-1.3	7	104	1	CCCN(CC1CC1)C(=S)Nc1ccc(C(C)=O)cc1
55	-3	1.2	6	-4	-3	-1	0.8	-4	73	2	c1ccc(-c2ccn3nnnc3n2)cc1
56	-3	0.5	14	8	1	-2	-1.7	9	111	3	Cc1ccc(CN2C(=O)CSC2c2cccnc2)cc1 (stereo not drawn)
57	-2	-0.3	12	0	5	1	-2.7	14	88	-5	O=S(=O)(N=C(NS(=O)(=O)c1ccc(Cl)cc1)c1ccccc1)c1ccc(Cl)cc1
58	20	1.1	42	2	2	-4	1.2	-6	108	2	CCOC(=O)/C=C(\C)N1N=C(c2ccccc2)CC1c1ccccc1 (stereo not drawn)
59	5	1.4	-7	1	-4	-2	1.4	-7	nt	-1	CCOC(=O)C1(CC2CC2)CCN(C(=O)c2cc(OC)nc3ccccc23)CC1
60	-1	1.5	-1	2	-4	0	-1.2	6	102	-3	CC(C)OCCCNC(=O)C1CCC(=O)N1C1CCCC1 (stereo not drawn)
61	-1	0.1	13	0	-4	1	-2.9	16	101	0	Cc1cccc[n+]1CCCCCCCCCC[n+]1ccccc1C
62	-5	-0.9	13	2	-3	1	-3.3	16	109	4	CCCc1cc(=O)oc2cc(OCC(=O)NCc3ccccn3)ccc12
63	0	-1.5	-1	1	-5	-7	-2.6	11	104	-1	COc1ccc(C(=O)CSc2nc(C)cc(=O)[nH]2)cc1C

Source: PubChem BioAssay (several laboratories)
